Growth percent in the NCI-60 one-dose screen (48 h, 10 µM unless noted): 100 = growth as untreated, 0 = no growth, -100 = all killed.
TK-10: TK-10 renal cancer cells | actives 3.9% (n = 81,000)
786-0: 786-0 renal cancer cells. actives 5.1% (n = 81,000). AID 1794775
RXF 393: RXF 393 renal cancer cells; actives 6.9% (n = 77,000)
ACHN: ACHN renal cancer; actives 4.9% (n = 81,000); AID 1794771
A498: A498 renal cancer cells; AID 1794774; actives 5.4% (n = 76,000)
SN12C: SN12C renal cancer cells. actives 3.8% (n = 81,000)
PC-3: PC-3 prostate cancer cells | actives 3.9% (n = 80,000) | AID 1794754
UO-31: UO-31 renal cancer; actives 5.2% (n = 81,000); AID 1794768
CAKI-1: CAKI-1 renal cancer; actives 4.7% (n = 75,000)
Starred values were filed as active, the others as inactive; · = not tested or not shown; & = joins results of further samples; ! = not active in a repeat; [ ] = another dose, or the depositor's remark. The calls were made as follows: active = growth percent below 10; inactive = the rest.

SMILES	TK-10	786-0	RXF 393	ACHN	A498	SN12C	PC-3	UO-31	CAKI-1
CC1=CC(C)(C)NC(=S)N1CCO	111&92	112&101	107&107	92&94	97	97&102	93&95	81&86	85&94
O=c1oc2c(cnc3ccccc32)cc1-c1ccc(F)cc1	116	95	99	103	101	101	99	97	97
C#CCNc1nc(NCCNC(=O)CCl)nc(N(C)CCCCc2ccccc2)n1	98	98	94	100	99	77	107	82	95
COc1cc2nnc3c4ncccc4c(C#N)n3c2cc1OC	139	104	112	96	116	103	·	108	120
O=Cc1c([O-])on[n+]1-c1ccc(Cl)cc1	128	109	103	103	103	105	102	68	84
CCOC(=O)Nc1ccc(-c2nc(-c3cccc(O)c3)c(-c3ccnc(Br)c3)[nH]2)cc1	42	20	-9.6*	37	49	45	4.9*	31	27
COC(=O)c1ccc([N+](=O)[O-])cc1I	95	104	120	99	95	·	83	94	91
Cc1cc2ccccc2c[n+]1CC(=O)c1ccc(-c2ccccc2)cc1	69	66	62	79	57	55	30	61	·
Cc1ccc(S(=O)(=O)NCCNc2nccc(-c3c(-c4ccccc4)nc4sccn34)n2)cc1	79	67	54	39	·	65	75	34	40
Oc1ccc2ccccc2c1	117&105	106&102	94&139	101&98	56&113	95&102	90&89	72&68	92&81
COC(=O)/C=C1\Sc2ccc(C(F)(F)F)cc2NC1=O	154	87	·	113	106	110	105	83	·
O=C1CC(C(=O)O)NC(=S)N1 (configuration not stated)	105	104	112	100	103	94	95	84	108
CCOC(=O)c1cnn2c1N(C(C)=O)C(c1ccccc1)C2 (configuration not stated)	94	96	107	98	98	93	98	92	97
CN(C/C=C/C#CC(C)(C)C)Cc1cccc2ccccc12	100	86	109	102	103	91	85	80	82
CCCCCC(=O)c1ccc(O)cc1O	91	101	107	104	97	97	101	92	99
CN(CCc1ccccc1)c1nc(CCN)nc2ccccc12	122	102	94	94	72	98	93	59	80
C/C1=C\CC[C@@]2(C)O[C@H]2[C@H]2OC(=O)C(CN3CCN(CC4C(=O)O[C@H]5[C@H]4CC/C(C)=C/CC[C@@]4(C)O[C@@H]54)CC3)[C@@H]2CC1 (some centres not stated)	90	109	95	87	114	·	92	97	94
Cc1nn(-c2ccccc2)c2nc(C)n(C(=O)N/N=C/c3cccc([N+](=O)[O-])c3)c(=O)c12	138	108	115	91	136	94	93	81	91
COc1ccc(Oc2nc(Nc3ccc(N4CCOCC4)cc3)ncc2NC(=O)Nc2cc(OC)cc(OC)c2)cc1	28	23	-29*	17	9.3*	-13*	12	48	16
CC1=CNC(=O)CC(C)(C)C1	100	·	100	105	97	98	95	90	95
COc1ccc(-c2ccc(NC(=O)Nc3cccc(C(F)(F)F)c3)c(C)n2)cc1	77	77	86	·	52	68	24	55	·
CCOC(=O)c1cc2cc(C)ccc2[nH]1	91	93	99	99	89	88	91	91	92
C=Cc1nnnn1C12CC3CC(CC(C3)C1)C2	103	116	149	105	91	102	110	104	106
O=c1oc2c(cc1-c1ccc(F)cc1)C(O)Oc1ccccc1-2 (configuration not stated)	72	·	94	94	89	95	93	84	74
CCCCCCCCCCCCCCCCCCNC(=S)/N=C\C(C(=O)Nc1ccccc1C)=C(/C)O	117	102	94	100	76	92	86	79	98

Full records as entered above. Order of screens: TK-10	786-0	RXF 393	ACHN	A498	SN12C	PC-3	UO-31	CAKI-1
Entry for CC1=CC(C)(C)NC(=S)N1CCO = 111&92	112&101	107&107	92&94	97	97&102	93&95	81&86	85&94
Entry for Oc1ccc2ccccc2c1 = 117&105	106&102	94&139	101&98	56&113	95&102	90&89	72&68	92&81
Entry for O=C1CC(C(=O)O)NC(=S)N1 (configuration not stated) = 105	104	112	100	103	94	95	84	108
Entry for COC(=O)/C=C1\Sc2ccc(C(F)(F)F)cc2NC1=O = 154	87	·	113	106	110	105	83	·
Entry for COc1cc2nnc3c4ncccc4c(C#N)n3c2cc1OC = 139	104	112	96	116	103	·	108	120

Arranged by formula weight (smallest number first): some entries from above
SMILES	TK-10	786-0	RXF 393	ACHN	A498	SN12C	PC-3	UO-31	CAKI-1
O=C1CC(C(=O)O)NC(=S)N1 (configuration not stated)	105	104	112	100	103	94	95	84	108
Cc1nn(-c2ccccc2)c2nc(C)n(C(=O)N/N=C/c3cccc([N+](=O)[O-])c3)c(=O)c12	138	108	115	91	136	94	93	81	91
COc1ccc(Oc2nc(Nc3ccc(N4CCOCC4)cc3)ncc2NC(=O)Nc2cc(OC)cc(OC)c2)cc1	28	23	-29*	17	9.3*	-13*	12	48	16

Carrying on.
SMILES	TK-10	786-0	RXF 393	ACHN	A498	SN12C	PC-3	UO-31	CAKI-1
Cc1cc(O)c(=O)cc2c1C[C@H]1CC(C)(C)/C=C/C[C@]3(C)Oc4cc(=O)c(O)cc(C)c4C[C@H]3C[C@H](O)[C@@]1(C)O2	-1.4*!	-24*	5.2*!	-3.5*	-7.9*!	6.4*	9.3*!	-16*	0.1*
COc1ccc(-c2cc(C(=O)N=Nc3c(O)n(Cc4ccccc4)c4ccccc34)no2)cc1	103	105	110	97	109	98	96	89	88
C#CCOC(=O)[C@H](C)[C@@H]1CC[C@]2(COC(C)=O)CC[C@]3(C)[C@H](CC[C@@H]4[C@@]5(C)CC[C@H](OC(C)=O)C(C)(C)[C@@H]5CC[C@]43C)[C@@H]12	98	91	106	90	·	82	52	85	62
Cc1nn(-c2ccc(Cl)cc2)c(=O)n1CCN1C(=O)CSC1=O	99	89	92	78	48	92	73	58	64
COc1ccc(C(=O)CSc2nccc(Nc3ccc(S(N)(=O)=O)cc3)n2)cc1	112	97	114	103	108	100	106	71	86
Nc1cccc2c1-c1ccccc1C2=O	90	106	109	103	104	99	70	81	90
CC(C)(C)CC(=O)Nc1ccccc1	93	98	106	109	100	98	90	95	101
CCCCN=C(Nc1ccccc1)OCCCC	89	90	124	109	92	100	95	91	·
Nc1ccccc1SCc1cc2cc(Cl)ccc2[nH]c1=O	106	95	102	100	70	96	91	75	75
COc1ccc(/C=C(/C#N)C(N)=O)cc1Br	110	100	108	102	122	108	104	112	99
O=C1CC(n2c(O)c(C=Nc3ccc(Cl)cc3)sc2=S)C(=O)N1c1ccc(Cl)cc1 (configuration not stated)	141	101	104	93	124	97	96	68	80
O=C1c2cccnc2C(=O)c2nc3cc(N4CCN(C5CC5)CC4)ccc3nc21	0.1*	28	·	-35*	-88*	-95*	12	-100*	-5.3*
CC[C@H](C)[C@H](NC(=O)CSc1nnc(-c2ccc(NC(=O)c3cccnc3)cc2)o1)C(=O)O	103	103	107	98	102	98	103	93	87
N#CCCOC(=O)c1ccccc1	102	108	120	108	115	99	114	89	100
COc1ccccc1Nc1n[nH]c(=S)s1	96	101	·	113	95	106	109	91	125
COc1nc2c(c(=O)n1C)CN(Cc1ccccc1)C(C)=N2	·	107	192	106	117	114	·	83	114
COC(=O)c1oc2c(C(=O)/C=C/c3ccc(OC)cc3)c(OCCCN3CCCCC3)ccc2c1C	35	1.2*	-75*	28	84	22	-2.5*	12	·
CC(=O)CC(=O)Nc1ccccc1Cl	104	105	117	107	113	102	97	91	104
O=C(O)c1ccc(-n2cc(CNc3ccccc3)c(-c3ccccc3)n2)cc1	109	102	93	95	95	100	107	92	99
CC[C@H](CC[C@@H](C)[C@H]1CC[C@H]2[C@@H]3CC[C@H]4C/C(=N\OC)CC[C@]4(C)[C@H]3CC[C@]12C)C(C)C	96	100	116	107	95	101	100	86	95
Oc1c(CCl)cc(Cl)cc1Cc1cc(Cl)cc(Cc2cc(Cl)cc(CCl)c2O)c1O	18	55	45	23	-4.7*	8.9*	18	32	·
Cc1c(Cl)ccc2c1-n1cccc1C(C)C2 (configuration not stated)	101	107	104	102	98	100	98	99	95
NNC1=NCCS1	99	98	·	99	103	97	102	89	102
O=C(CBr)c1cc(-c2ccc(Cl)cc2)nc2cc(Cl)ccc12	101	93	114	·	112	92	54	48	·
Cc1cc([N+](=O)[O-])c2ccccc2c1NS(=O)(=O)c1ccccc1	117	99	106	105	·	97	84	65	·
SMILES	TK-10	786-0	RXF 393	ACHN	A498	SN12C	PC-3	UO-31	CAKI-1
CCOC(=O)c1cc(-c2ccccc2)[nH]c1NNC(=O)CCOC	77	102	117	97	115	107	113	92	71
Nc1ncnc2c1ncn2[C@@H]1O[C@H](CO)[C@@H](O)[C@@H]1O	117	102	109	86	108	105	89	87	98
C/C(=C\CSc1ncccc1C(=O)O)CCCC(C)CCCC(C)CCCC(C)C (configuration not stated)	97	80	95	72	123	83	54	89	101
CC(C)(C)c1cc(NC(=O)Nc2ccc(-c3cn4c5c(sc4n3)CCc3cn(CCCN4CCCCC4)cc3-5)cc2)no1	-89*	-98*	-72*	-100*	74	-86*	-75*	-70*	-97*
CNNC1=NS(=O)(=O)c2cnccc2N1c1cc(C)ccc1O	107	97	40	101	101	118	·	49	88
Cc1cc2c(n1-c1ccccc1)CSc1cc(S(=O)(=O)c3ccccc3)c(=O)[nH]c1-2	104[100 µM]	97[100 µM]	109[100 µM]	102[100 µM]	126[100 µM]	103[100 µM]	90[100 µM]	97[100 µM]	83[100 µM]
C1CCCCCc2c(-c3n[nH]c4c3CCCCCCCCCC4)n[nH]c2CCCC1	112	110	106	113	125	106	99	89	97
NC(N)=NC=O	102	96	111	98	100	98	94	91	93
CCN(CC1CCN(C(C)(C)Cc2cccc(F)c2)CC1)C(=O)c1cc2ccccc2[nH]1	91	79	68	86	·	75	63	50	93
CC(=O)c1ccc(Nc2nc(SCCC(C)C)nc(-c3ccccc3)c2C#N)cc1	131	104	110	100	124	108	109	113	118
O=C1c2c(O)ccc(Cl)c2C(=O)c2c(O)ccc(Cl)c21	103	·	105	98	116	108	92	86	102
CCCCCCNC(=O)Oc1ccc(/C(=C(/C)Cc2ccc(OC)cc2)c2ccc(OCCN3CCCC3)cc2)cc1	91	93	86	100	·	90	87	79	·
O=C(Cn1cc(COc2ccccc2)nn1)Nc1nc2ccccc2s1	102	102	115	104	124	101	95	72	91
O=[N+]([O-])c1ccccc1/C=N\NC(=S)N/N=C/c1ccccc1[N+](=O)[O-]	47	75	76	79	·	86	·	27	42
COc1ccc2sc3cc(Cl)ccc3c(=O)c2c1	157	97	103	93	133	92	90	84	77
CCN(CC)c1ccc(CCc2ccc(N(CC)CC)cc2N)c(N)c1	98	95	100	104	74	86	83	80	93
CCOC(=O)C(=O)C1CCCCC1=O (configuration not stated)	102	98	95	103	84	98	84	96	89
CC(C)(O)c1ccc(C(=O)O)cc1	108	102	104	99	75	100	93	94	95
COc1ccc(-n2c(-c3ccccc3)c(-c3ccccc3)c3c(SCC(=O)N/N=C/c4ccccc4[N+](=O)[O-])ncnc32)cc1	113	85	65	92	49	84	66	82	83
O=C1OC(=O)C2=C1C1C=CC2O1	122	108	133	104	104	111	95	95	95
CCOc1ccc2c(c1)c(C)cc(C)[n+]2CC	97	79	96	94	89	65	49	66	86
Cc1ccc2nc(N)[nH]c2c1	99	113	105	114	104	103	76	86	92
NS(=O)(=O)c1ccc(C(=O)N2N=C(c3ccccc3)CC2c2ccc(Cl)cc2)cc1 (configuration not stated)	106	102	92	88	103	95	84	84	83
COc1cccc(OC)c1-c1nnn(C)c1C(=O)N1CCN(c2ccc(C#N)cc2Cl)CC1	123	97	103	102	·	99	89	66	92
C=CCn1c(SCC(=O)Nc2ccc(C(=O)/C=C/c3ccc(Cl)cc3)cc2)nnc1-c1ccc(OC)c(OC)c1	91	83	96	101	87	74	80	62	·
SMILES	TK-10	786-0	RXF 393	ACHN	A498	SN12C	PC-3	UO-31	CAKI-1
CC(C)(NC(=O)O[C@H]1CCNC1)c1csc(-c2ccc(F)cc2)n1	89	104	96	100	91	100	96	92	98
COC(=O)CCCCN=Cc1c(O)c(O)c(C(C)C)c2cc(C)c(-c3c(C)cc4c(C(C)C)c(O)c(O)c(C=NCCCCC(=O)OC)c4c3O)c(O)c12	13	22	8.8*	13	12	16	12	15	51
CC(=O)c1cc(F)ccc1O	89	97	133	109	100	113	111	86	·
O/N=C(\CSc1nnc(-c2c[nH]c3ccccc23)n1-c1ccccc1)c1ccc(Cl)cc1	-23*	34	·	3.3*	84	-16*	-38*	34	-11*
Nc1cc(F)c(-c2ccc(F)cc2)cc1NC(=O)N1Cc2nccnc2C1	63	91	101	92	74	97	97	69	86
Cc1nn(-c2ccccc2)c(N2CCOCC2)c1/C=N/N=c1\sc2ccccc2n1C	129	97	89	82	·	82	49	65	67
CCc1cccc2c1NC(=O)C2=O	131&120	105&104	99&113	97&104	115&106	104&101	97&98	82&61	101&94
O=C(N/N=C\c1ccccc1)c1ccc2nc(-c3ccc([N+](=O)[O-])cc3)[nH]c2c1	103	97	119	106	117	106	113	85	102
Cc1nn(-c2ccc(Cl)cc2)c2c1C(c1ccccc1)C(C#N)=C(N)O2 (configuration not stated)	152	103	122	90	·	95	95	71	81
CC(=O)c1c(C)c2ccc(Nc3nccc(-c4cccnc4)n3)cc2oc1=O	98	87	111	104	85	101	91	94	·
COc1ccc(-c2cc(-c3cc(OC)ccc3OC)nc(SCC(C)=O)c2C#N)cc1	101	75	-0.2*	57	39	77	56	41	41
COc1ccc(Nc2ncnc3c2c(C)nn3-c2ccc(Cl)cc2)cc1	84	104	98	87	102	92	75	·	·
C=C(C)Cn1c(=O)n(CC(=C)C)c(=O)n(CC(=C)C)c1=O	124	90	102	104	125	75	·	68	96
COc1ccccc1/C=N\NC(=O)C(=O)N/N=C\c1ccccc1OC	118	107	110	107	111	95	120	77	110
Cc1nn(-c2ccccc2)c2ncn(/N=C/c3ccccc3)c(=N)c12	111	92	102	106	100	92	94	93	95
Nc1nnc(-c2cccnc2SCc2ccccc2)s1	125	·	92	99	80	95	87	70	84
